CHRM5 antagonist: antagonists of human muscarinic M5 receptor (CHRM5); P08912; CHO-hM5 cells, Fluo-8 calcium fluorescence, ACh EC80; inhibition, % at 3 µM; actives 0.59% (n = 360,000); AID 624040;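 active means inhibition above a per-plate cutoff, the mean of that plate's test compounds plus 3 SD, cut at about 27% in these data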;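 further: 0% = acetylcholine EC80 with DMSO and 100% = DMSO without agonist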
Target sequence (P08912 whole entry, looked up): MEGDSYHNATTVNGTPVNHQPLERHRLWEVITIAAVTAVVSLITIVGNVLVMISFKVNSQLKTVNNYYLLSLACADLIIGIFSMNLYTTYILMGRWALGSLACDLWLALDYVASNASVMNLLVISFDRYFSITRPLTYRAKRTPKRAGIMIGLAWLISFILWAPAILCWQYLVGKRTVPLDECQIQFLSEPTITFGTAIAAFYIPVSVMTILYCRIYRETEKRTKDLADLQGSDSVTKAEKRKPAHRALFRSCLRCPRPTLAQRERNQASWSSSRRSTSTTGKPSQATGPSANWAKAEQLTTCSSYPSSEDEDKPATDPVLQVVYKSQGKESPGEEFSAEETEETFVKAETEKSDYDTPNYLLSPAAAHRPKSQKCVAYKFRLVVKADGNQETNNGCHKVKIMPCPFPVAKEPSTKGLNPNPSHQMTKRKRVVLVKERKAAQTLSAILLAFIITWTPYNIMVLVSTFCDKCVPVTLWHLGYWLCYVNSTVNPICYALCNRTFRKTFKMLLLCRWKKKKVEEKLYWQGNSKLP
CHRM5 agonist: agonists of human muscarinic M5 receptor (CHRM5); P08912; CHO-K1 hM5 cells, Fluo-8 calcium fluorescence; 0% DMSO wells, 100% maximal acetylcholine response; activation, % at 3 µM; actives 0.19% (n = 360,000); AID 624037;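 active means activation above the run's mean over test compounds plus 3 SD, cut at about 23% in these data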;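 further: signal is peak over basal fluorescence ratio across the kinetic read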
M1 antag: human CHRM1 antagonism; CHO-K1 hM1, Fluo-8 calcium fluorescence, ACh EC80 antagonist; inhibition, % at 3 µM; actives 1.3% (n = 360,000); AID 588852;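 active means percent inhibition above its own plate's cutoff, namely the mean of that plate's compound wells plus 3 SD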;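 further: peak over basal fluorescence ratio during 140 s after agonist addition; 0% = ACh EC80 plus DMSO and 100% = DMSO alone without agonist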
Target sequence (P11229 whole entry, looked up): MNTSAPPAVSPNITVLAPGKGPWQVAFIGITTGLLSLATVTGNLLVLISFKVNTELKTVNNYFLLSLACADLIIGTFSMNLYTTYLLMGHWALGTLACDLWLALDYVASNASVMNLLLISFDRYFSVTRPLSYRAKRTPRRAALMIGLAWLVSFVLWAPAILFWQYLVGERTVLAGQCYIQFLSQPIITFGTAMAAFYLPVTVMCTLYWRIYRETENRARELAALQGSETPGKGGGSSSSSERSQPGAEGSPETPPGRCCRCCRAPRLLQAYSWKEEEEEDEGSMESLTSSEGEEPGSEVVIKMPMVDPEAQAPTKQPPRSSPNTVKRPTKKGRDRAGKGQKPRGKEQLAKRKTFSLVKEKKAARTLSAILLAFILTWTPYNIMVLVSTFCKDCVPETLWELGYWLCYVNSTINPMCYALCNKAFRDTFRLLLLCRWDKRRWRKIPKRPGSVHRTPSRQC
CHRM4 antagonist: blocks acetylcholine activation of human M4 receptor. CHO-hM4 cells, ACh EC80, Fluo-8 calcium fluorescence. inhibition, % at 3 µM. actives 0.73% (n = 360,000). P08173;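 active means inhibition above its plate's cutoff, the mean inhibition of sample wells plus 3 SD, cut at about 27% in these data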;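 further: 0% = acetylcholine EC80 with DMSO and 100% = DMSO without agonist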
CRFBP-R2 agonist: CRF-BP/CRF-R2 complex agonism; HEK293 CRF-R2/CRF-BP, calcium dye fluorescence (FLIPR); percent of saturating CRF peptide response; activation, % at 13.2 µM; actives 0.46% (n = 350,000);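 active means activation of at least 50%, plus an integration ratio under a set limit after plate pattern correction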;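 further: plate controls were neutral control wells without compound for no effect and CRF at EC100 for full effect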
M4 PAM: potentiates acetylcholine response at human M4 receptor | AID 624126 | activation, % at 3 µM | CHO-K1 hM4/Gqi5, Fluo-8 calcium fluorescence, ACh EC20; 0% = ACh EC20, 100% = maximal ACh | actives 0.4% (n = 360,000);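 active means activation above its plate's cutoff, the mean activation of sample wells plus 3 SD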; further: some results filed as inactive read as strong as hits
CHRM1 PAM: potentiates human M1 receptor response to acetylcholine. P11229. activation, % at 3 µM. actives 0.088% (n = 360,000). CHO-K1 hM1, Fluo-8 calcium fluorescence, ACh EC20; 0% = ACh EC20, 100% = maximal ACh; in the data active means activation above about 19%, passing the limit was not always enough
CHRM4 agonist: agonists of human muscarinic M4 receptor (CHRM4) | P08173 | CHO-K1 hM4/Gqi5, Fluo-8 calcium fluorescence; vehicle 0%, full acetylcholine response 100% | activation, % at 3 µM | actives 0.14% (n = 360,000) | AID 624127;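 active means activation above the run mean over all test wells plus 3 SD, cut at about 32% in these data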;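 further: peak over basal fluorescence ratio per well then scaled between controls; 0% = DMSO wells and 100% = acetylcholine at EC100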
CHRM5 PAM: CHRM5 positive allosteric modulation. P08912. CHO-K1 hM5, Fluo-8 calcium, ACh EC20 PAM; 0% = ACh EC20, 100% = ACh EC100. activation, % at 3 µM. actives 0.3% (n = 360,000);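 active means activation above the run cutoff, the mean activation of all test compounds plus 3 SD, cut at about 18% in these data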
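Assay system: CHO-K1 hM5 cells / Incubation: Fluo-8 loading 80 min at 37 °C plus 30 min room temperature / Technique: Fluo-8 calcium dye fluorescence, kinetic read / Repeats: single replicate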
Starred values were filed as active, the others as inactive; . = not tested or not shown.

SMILES	CHRM5 antagonist	CHRM5 agonist	M1 antag	CHRM4 antagonist	CRFBP-R2 agonist	M4 PAM	CHRM1 PAM	CHRM4 agonist	CHRM5 PAM
CC(NC(=O)CN1C(=O)NC2(CCCCCCC2)C1=O)c1ccccc1 (centres undefined)	8	4	-9	-13	-2.2	11	16	2	-3
Cc1nc2ccccc2nc1-c1ccc([N+](=O)[O-])cc1	20	-1	2	6	-2.2	8	-2	4	-5
COC(=O)[C@]12CCCCC=C1N(Cc1ccco1)C(=O)[C@H](CC(=O)NCC13CC4CC(CC(C4)C1)C3)C2	11	1	.	-7	.	12	.	1	-4
CCOC(=O)c1c(C)[nH]c(C(=O)COC(=O)C2CC2C)c1C (centres undefined)	0	-2	-13	-17	-0.1	9	4	4	-3
CCNc1nc(NC(C)(C)C)nc(SC(C(C)=O)C(C)=O)n1	-1	-4	-9	1	-1.0	4	7	-2	1
CSc1nc2ccc(S(=O)(=O)N3CCOCC3)cc2s1	0	1	-4	-1	-0.3	-7	4	2	-1
Cc1occc1-c1nnc(SCC(=O)NC(=O)NC(C)C)n1N	2	-3	4	2	-0.8	-1	7	0	6
O=C1N[C@@H](Cc2ccccc2)[C@@H](c2ccco2)O1	2	5	-6	2	-2.2	2	1	-1	0
COc1ccc2c(c1)c(C(=O)O)c(C)n2-c1ccc(Cl)cc1	0	-6	-11	-2	2.9	2	10	2	3
CN1CCN(S(=O)(=O)c2cccc(C(=O)N(C)C(c3ccccc3)c3ccccc3)c2)CC1	1	-7	10	6	-0.9	-8	-7	1	-11
COc1ccc(Cl)c(NC(=O)C/C(C)=N/NC(=O)CCc2ccccc2)c1	-6	-2	-1	-6	-0.5	7	5	0	5
CCCCn1c(N)c(N(CC(C)C)C(=O)c2cc(-c3ccc(F)cc3)nc3ccccc23)c(=O)[nH]c1=O	2	2	-18	-3	0.5	4	12	1	5
c1coc(Cn2c(-c3ccco3)nc3ccccc32)c1	9	1	2	2	-2.7	-2	3	0	-3
CC1=NN(C(=S)Nc2ccccc2)C(c2ccccc2)C1 (centres undefined)	-1	-3	7	4	0.7	-2	-2	1	-1
O=C(c1cccs1)N1CCN(c2ncccn2)CC1	-2	-5	-22	3	0.3	6	14	1	2
CN1C(C(=O)Nc2ccc(F)cc2F)=CC(c2cccs2)=NS1(=O)=O	-6	2	0	-24	-5.6	4	-2	8	-3
Clc1ccc2nc(-c3ccc4c(c3)OCO4)cn2c1	2	-5	-6	-2	-7.0	4	10	0	9
O=C(CCCOC(=O)c1ccc(O)cc1O)c1ccc(Br)cc1	19	-2	19*	-10	0.5	-11	-12	9	-30
Cc1ccc(-c2nnn(Cc3nc(N)nc(N4CCOCC4)n3)n2)cc1	3	0	6	2	0.3	7	-3	2	2
CC1CCN(c2ccc3c(c2)S(=O)(=O)c2cccc(C(=O)NC4CC4)c2C3=O)CC1	-1	11	0	-24	12	0	6	19	-9
Fc1ccc(Cn2c(SCc3ccc(F)c(F)c3)nnc2C(F)(F)F)cc1	4	-6	2	2	1.0	-14	-14	3	-10
CCOC(=O)C1Oc2ccccc2C(c2ccoc2)=C1C(=O)OC (centres undefined)	-10	2	-8	-6	-8.7	-5	5	-1	1
O=C(NNc1nc2c(F)cc(F)cc2s1)C1=COCCO1	5	-2	2	-12	-0.5	16	-5	3	3
CCN(CC)S(=O)(=O)c1ccc(NC(=O)C(C)N(c2ccccc2)S(C)(=O)=O)cc1 (centres undefined)	8	-3	-21	-8	2.1	0	-3	3	0
O=C1OC(c2ccccc2)=C/C1=C\N1CCOCC1	4	-5	-11	7	0.1	-1	7	1	0

Gathered by group, the compounds so far with two or more sulfur atoms.
SMILES	CHRM5 antagonist	CHRM5 agonist	M1 antag	CHRM4 antagonist	CRFBP-R2 agonist	M4 PAM	CHRM1 PAM	CHRM4 agonist	CHRM5 PAM
CSc1nc2ccc(S(=O)(=O)N3CCOCC3)cc2s1	0	1	-4	-1	-0.3	-7	4	2	-1
CN1C(C(=O)Nc2ccc(F)cc2F)=CC(c2cccs2)=NS1(=O)=O	-6	2	0	-24	-5.6	4	-2	8	-3
CCN(CC)S(=O)(=O)c1ccc(NC(=O)C(C)N(c2ccccc2)S(C)(=O)=O)cc1 (centres undefined)	8	-3	-21	-8	2.1	0	-3	3	0

Continued.
SMILES	CHRM5 antagonist	CHRM5 agonist	M1 antag	CHRM4 antagonist	CRFBP-R2 agonist	M4 PAM	CHRM1 PAM	CHRM4 agonist	CHRM5 PAM
Cc1c(C(=O)Nc2ccc3c(c2)OCO3)oc2ccccc12	3	-5	-2	-28	0.5	-1	6	1	2
Cc1cc(=O)cc(C)n1-c1ccc(Br)cc1	-1	-2	-8	-11	-2.5	2	10	0	-4
O=C(COC(=O)c1cc2ccccc2o1)NCc1ccco1	0	-2	-5	-3	-0.9	2	6	1	2
CCc1ccccc1NC(=O)C1=CC(c2cccs2)=NS(=O)(=O)N1C	4	2	4	2	0.3	-5	-6	6	-3
O=C1NC(Cc2ccccc2)c2nc3ccccc3c(=O)n2-c2ncccc21 (centres undefined)	10	-3	-16	-4	-0.4	4	3	3	-4
CCNC(=O)c1c(O)c2c([nH]c1=O)CCCC2	10	-4	-11	-4	0.0	7	4	1	-5
CC(=O)OCC1CCCC2=C(C)C(=O)CCC21COC(C)=O (centres undefined)	1	-3	11	2	-0.6	13	-3	2	-2
CCOc1cc(-c2nnc(NC(=O)c3ccco3)o2)cc(OCC)c1OCC	-1	1	-17	-1	-0.4	10	12	1	1
Oc1ccc(F)c(CN2CCN(c3ncc(Cc4ccccc4)cn3)CC2)c1	8	1	.	1	.	2	.	17	-6
COc1ccc2c(c1)C(C)=CC(C)(C)N2C(=O)CNCc1ccc2c(c1)OCO2	-3	-1	-2	-15	-2.4	0	3	4	-6
COc1ccc(OC)c(CNC(=O)C2CCCN(c3nc4ccccc4o3)C2)c1 (centres undefined)	-6	-2	4	3	-1.3	5	-3	3	-4
COc1cccc(N=Nc2c(N)[nH]n3c(=O)c4c(nc23)CCCC4)c1	23	-3	0	3	0.5	-8	-12	10	-12
COc1ccccc1Nc1ncc(C(C)=O)c(C)n1	-1	-4	-10	4	1.9	2	8	-1	5
CC(C)NS(=O)(=O)c1ccc(NC(=S)NC(=O)c2ccc(-c3ccccc3)cc2)cc1	11	1	16	7	-2.8	-7	-9	2	-18
CCOC(=O)COc1ccc(S(=O)(=O)NC2CC2)cc1	-1	3	-10	9	-3.1	-6	5	0	-4
CCOC(=O)c1ccc(S(=O)(=O)N2CCN(S(=O)(=O)CC)CC2)cc1	-6	-1	-8	5	1.0	-2	7	1	9
O=C(Nc1ccccc1)C(Cc1ccccc1)NC(=O)C12CC3CC(CC(C3)C1)C2 (centres undefined)	-10	2	0	3	2.8	0	-1	1	-6
Cc1ccc(CCN2CC(C(=O)N3CCN(c4ccc(F)cc4)CC3)CC2=O)cc1 (centres undefined)	0	0	1	1	-3.2	0	-5	1	-5
O=C(CCc1nc2ccccc2c(=O)[nH]1)Nc1ccc(F)c([N+](=O)[O-])c1	7	-2	1	-8	-0.6	12	5	2	-1
CCOc1ccccc1C1C(C(=O)OC)=CN(C)C=C1C(=O)OC	-8	-2	1	3	-0.1	4	-3	0	4
CCCS(=O)(=O)N1CCC(C(=O)NCCCOC(C)C)CC1	1	-2	0	7	2.5	4	1	0	-5
Cc1cc(C)c(NC(=O)C2CCCN2CCOC(=O)c2cccc([N+](=O)[O-])c2)c(C)c1 (centres undefined)	-8	-3	-11	-1	-1.0	-10	16	2	0
CN(C1CCCCC1)S(=O)(=O)c1cccc(C(=O)Nc2ccccn2)c1	3	-2	3	0	-0.9	-2	2	2	-6
C[C@@H]1CCC(=O)N(CC[C@H](N=[N+]=[N-])c2ccccc2)CC1	5	-1	1	-4	0.2	6	0	0	12
CCOC(=O)c1nnsc1Nc1ccc(C)c(C)c1	6	-6	-10	5	1.1	2	9	-3	3
Continued.
SMILES	CHRM5 antagonist	CHRM5 agonist	M1 antag	CHRM4 antagonist	CRFBP-R2 agonist	M4 PAM	CHRM1 PAM	CHRM4 agonist	CHRM5 PAM
Cc1cc(Br)cn2c(Cc3ccccc3)c(C3CCCCC3)nc12	-2	-1	.	-4	.	-3	.	-2	-7
COc1ccc2nc(Nc3nc4cc5c(cc4s3)OCCO5)sc2c1	2	1	-8	-7	-1.1	4	6	2	1
CCOC(=O)C1CCCN(C(=O)CCNS(=O)(=O)c2ccc(Br)cc2)C1 (centres undefined)	10	1	-5	-17	1.2	17	4	4	-11
CC(=O)C1=C(O)CC(c2ccccc2)CC1=NCCc1c(C)[nH]c2ccccc12 (centres undefined)	4	1	-1	3	-1.0	-3	-1	1	-4
O=C(/C=C/c1ccco1)c1cccc([N+](=O)[O-])c1	8	0	-6	0	-3.2	-3	5	2	4
CCOC(=O)[C@H]1[C@H]2COc3ccccc3[C@@H]2N2C(=O)CN(Cc3ccc(C)cc3)C(=O)[C@@]12C	-4	12	4	0	8.1	-3	-2	11	-17
COc1cc(O)c2c(=O)c3c(OC)c(O)ccc3oc2c1	0	-6	-3	-5	-0.3	5	9	2	1
Cc1cc2ncn(C(=O)c3cc(-c4ccccc4)nc4ccccc34)c2cc1C	1	-3	-9	-6	0.9	10	6	0	-3
CS(=O)(=O)c1ccc(NC(=O)CCN2C(=O)C3CCCCC3C2=O)cc1 (centres undefined)	7	-3	-10	5	0.3	-3	7	1	-2
COc1ccc(C(c2nnnn2Cc2ccccc2)N2CCN(c3nc4ccccc4s3)CC2)cc1 (centres undefined)	-5	-4	-37	12	-0.1	-1	5	2	-4
Cc1c(Cl)cccc1NC(=S)NCCc1ccc(S(N)(=O)=O)cc1	19	-1	11	-3	-3.5	-16	-13	13	-15
CSc1nc2ccc(NC(=O)c3ccc(=O)[nH]c3)cc2s1	8	-8	1	-11	0.0	-6	-1	1	4
Cc1cccc(-n2c(C)cc(/C=N\NC(=O)c3cccs3)c2C)c1	-3	-4	-1	0	0.7	-6	5	1	-2
COc1ccc(-n2nc(C(=O)NCCCN3CCOCC3)c3ccccc3c2=O)c(OC)c1	3	-3	-4	5	-0.3	-2	4	1	8
CCCCCCc1c(O)c2ccccc2[nH]c1=O	-3	0	21	0	-0.2	-3	-6	1	-2
O=S(=O)(c1ccc2ccccc2c1)N1CCN(C2CCN(Cc3ccccc3)CC2)CC1	5	-8	-7	15	-2.2	-13	0	-1	-12
COc1ccc(OC)c(C2=Nn3c(nnc3C3CCCCC3)SC2)c1	-3	-7	-4	11	-2.3	-3	4	-1	5
Cc1nn(-c2ccccc2)c(C)c1C(=O)OCC(=O)Nc1ccc2c(c1)OCO2	-6	-2	8	-3	-1.2	5	0	0	2
NNC(=O)C1CC(O)CN1S(=O)(=O)c1ccc2ccccc2c1 (centres undefined)	15	0	0	2	-0.7	2	6	6	-6
CC(C)(C)OC(=O)C(C)(C)O/N=C(\C(=O)O)c1csc(N)n1	1	3	0	-8	0.2	6	3	0	4
CCC(=O)C1CCCN(C(=O)c2cccc(OC3CCN(S(C)(=O)=O)CC3)c2)C1 (centres undefined)	13	-1	-15	2	1.2	3	8	1	-2
O=C(CCC1COc2ccccc2O1)NCc1ccco1 (centres undefined)	-4	1	-18	-10	2.0	14	4	1	0

Assay outcomes deposited in PubChem BioAssay by several laboratories.
